INS promoter inh – inhibitors of insulin promoter-driven GFP, primary screen, imaging, TRM-6 cells (human fetal islet line), eGFP reporter, cell count | reporter expression induced with tamoxifen | hit rate 0.9% among 130,000 | inhibition, % at 2 µM;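 active means inhibition above the mean plus 3 SD, with well images judged a real hit on visual review, cut at about 60% in these data, passing the limit was not always enough; inconclusive means inhibition over the cutoff but images rejected on review; inactive means inhibition not above the cutoff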
sdo1 growth – growth rescue of sdo1-depleted yeast, primary screen, S. cerevisiae, bone marrow failure model. S. cerevisiae sdo1-depleted JHY4D growth rescue, OD600 30 h; active compounds read high; pdr5 snq2 efflux-pump mutant strain. z-score at 10 µM. hit rate 0.21% among 140,000. AID 817, 2007;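 active means z-score above 3 at both the 24 hr and the 30 hr optical density reads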;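 further: z-score against mean and SD of all compound wells on the same plate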
sdo1 growth Rescue 24 h – also measured in sdo1 growth; calls as there; z-score; S. cerevisiae sdo1-depleted JHY4D growth rescue, OD600; measured here: growth rescue at 24 h;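 0 is the plate mean of compound wells and units are plate SD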
The depositor's hits bear a star; ? = inconclusive; nt = no result given; & = joins results of further samples. An excerpt. The share of hits here may be higher or lower than overall.

item | Molecule | INS promoter inh | sdo1 growth | sdo1 growth Rescue 24 h
1 | COC(=O)CSc1nnc(-c2ccc(OC)cc2OC)o1 | 59 | 0.57 | 0.58
2 | CC1C/C(=N/O)C(C)CN1 (stereo not drawn) | 50 | 1 | 0.96
3 | O=C(NNc1ccccc1Br)C(=O)n1ccc2ccccc21 | 50 | -0.34 | -0.72
4 | CCOC(=O)c1cn(CC#N)c2cc(F)c(F)cc2c1=O | 22 | nt | nt
5 | O=C(NC(c1ccccc1)c1ccccc1)C1CCCN(S(=O)(=O)c2cnc[nH]2)C1 (stereo not drawn) | nt | 0.32 | -0.14
6 | O=C(NC1CCCCC1)C1CC(O)CN1C(=O)OCc1ccccc1 (stereo not drawn) | 0 | -0.55 | -0.47
7 | Cc1nc2nc[nH]n2c(=O)c1NC(=O)CC12CC3CC(CC(C3)C1)C2 | 17 | 0.34&0.52 | -0.36&-0.14
8 | CC1CN(c2cc(=O)n(-c3ccccc3)c(=O)[nH]2)CC(C)O1 (stereo not drawn) | 30 | -0.22 | -0.98
9 | COc1ccc(C2C(C(=O)Nc3ccccc3)=C(C)N=C3SCC(=O)N32)cc1 (stereo not drawn) | 19 | 0.24 | 0.26
10 | Cc1ccc(N(Cc2cc3cc(C)ccc3[nH]c2=O)C(=O)c2cccs2)cc1 | nt | -0.52 | -1.3
11 | CCOC(=O)C1=C(C)Nc2nc(SC)nn2C1c1ccc(C(=O)OC)cc1 (stereo not drawn) | 21 | -1.3 | -0.52
12 | Cc1cc(NC(=O)c2c(Cl)cnn2C)no1 | -11 | 1 | 0.44
13 | CC1CN(c2cc(=O)n(Cc3ccc(F)cc3)c(=O)[nH]2)CC(C)O1 (stereo not drawn) | nt | 0.61 | 0.13
14 | O=C(O)c1ccc(N/N=C/c2ccc(C(F)(F)F)cc2)cc1 | -73 | nt | nt
15 | O=[N+]([O-])c1ccc(Cl)cc1Sc1cccc2cccnc12 | 30 | -1 | -0.56
16 | O=C(CC(c1ccccc1)c1cc(Br)ccc1O)NCCN1CCOCC1 (stereo not drawn) | -29 | 0.78 | 0.65
17 | CCN(CC)c1ccc(C2C3CCCCC3(O)CCN2CC(=O)Nc2ccccc2)cc1 (stereo not drawn) | -12 | -2 | -1.3
18 | N#Cc1cc2c(nc1SCC(=O)N1CCCCC1)CCCC2 | -75 | -0.48 | -0.91
19 | CCN(CC)CC(=O)Nc1ccccc1SCC(=O)Nc1ccsc1C(=O)OC | -7 | nt | nt
20 | CCn1cc(C(=O)NCCN(C)CCc2ccccc2)c(=O)c2cc(S(=O)(=O)N(C)C)ccc21 | -11 | 0.67 | 0.58
21 | CC(/C=N/NC(=O)c1ccncc1)=C\c1ccco1 | 23 | nt | nt
22 | Cc1ccc(NC(=O)c2nnn(-c3cccc(C(F)(F)F)c3)c2N)cc1 | 29 | nt | nt
23 | FC(F)(F)c1nc2ccccc2n2c(-c3ccc(Cl)cc3)nnc12 | -14 | -0.34 | -1
24 | CC(C)(Oc1ccc(Cl)cc1)C(=O)NCc1ccco1 | -8 | 1.2 | 0.93

From entry 23 as far as 24, as listed above:
item | Molecule | INS promoter inh | sdo1 growth | sdo1 growth Rescue 24 h
23 | FC(F)(F)c1nc2ccccc2n2c(-c3ccc(Cl)cc3)nnc12 | -14 | -0.34 | -1
24 | CC(C)(Oc1ccc(Cl)cc1)C(=O)NCc1ccco1 | -8 | 1.2 | 0.93

(further entries)
item | Molecule | INS promoter inh | sdo1 growth | sdo1 growth Rescue 24 h
25 | Clc1ccccc1-c1nnc2sc(-c3ccco3)nn12 | nt | -1.6 | -1.3
26 | COCc1cc(C)nc2sc3c(=O)n(Cc4ccco4)nnc3c12 | nt | -1.1 | -1.1
27 | COc1ccc(NC(=O)/C(C#N)=C\C=C\c2ccco2)cc1 | nt | 0.32 | -0.02
28 | CC1CCCC(NC(=O)CCNS(=O)(=O)c2ccc(Br)cc2)C1C (stereo not drawn) | -114 | nt | nt
29 | Cc1nc(-n2[nH]c3c(c2=O)CCCC3)[nH]c(=O)c1Cc1ccccc1 | 4 | -1.1 | -0.96
30 | CCCCNCCOCCOc1ccc(C)cc1Br | -47 | -0.75 | -1.2
31 | c1cncc(-c2nnc(C3CCCCC3)o2)c1 | nt | -0.44 | -0.45
32 | Cc1nc(CSc2nnc3scc(-c4ccc(Cl)cc4)n23)cs1 | 21 | 0.42 | -0.45
33 | CC1CC(C)CN(C2CCN(Cc3cccnc3)CC2)C1 (stereo not drawn) | -21 | -0.11 | -0.35
34 | O=C(Cn1c(=O)n(CCCCC(=O)NC2CCCC2)c(=O)c2ccccc21)NCCC1=CCCCC1 | -23 | 0.43 | 1.2
35 | Cc1ccccc1S(=O)(=O)Cc1ccc(C(=O)N2CCN(C3CCCCC3)CC2)o1 | -71 | 0.53 | -0.07
36 | CC1CCCCN1c1cc(C#N)c(C#N)cc1[N+](=O)[O-] (stereo not drawn) | 29 | -0.07 | 0.03
37 | O=C1CC(c2ccc(Cl)cc2)SC(N(c2ccccc2)c2ccccc2)=N1 (stereo not drawn) | -58 | -0.99 | 0.02
38 | Cc1ccc(N2C(=O)c3cccc4c(Oc5ccccc5[N+](=O)[O-])ccc(c34)C2=O)c(C)c1 | 0 | -0.04 | -0.37
39 | Cc1cc(C)c2c(=O)n(CC(=O)NCCCN3CCOCC3)sc2n1 | nt | -0.06 | -1.3
40 | O=C(Nc1cccc(Cl)c1)OCc1cnc(Cl)s1 | -7 | -1.2 | 1.2
41 | CC1CCN(c2ccc(NC(=S)NC(=O)c3ccco3)cc2)CC1 | 0 | -0.97 | -0.13
42 | Cn1c(=O)cc(OCCCC(=O)NC2CCCC2)c2ccccc21 | -90 | 0.41 | -0.03
43 | O=C(CSCc1ccc(Cl)cc1)NCC1CCCO1 (stereo not drawn) | -9 | -0.41 | -0.6
44 | Cc1cc2ncc(C(=O)N=CN(C)C)cn2n1 | 0 | nt | nt
45 | CS/C(=C\[N+](=O)[O-])Nc1ccc(F)cc1 | 7 | -0.53 | -0.83
46 | COc1ccc(NC(=O)C2CCN(C(=O)c3ccc(OC)cc3)CC2)cc1 | 47 | -1 | -0.47
47 | O=C1C(NS(=O)(=O)c2cccs2)=C(N2CCN(c3cccc(C(F)(F)F)c3)CC2)C(=O)c2ccccc21 | -28 | -0.97 | -0.01
48 | CCCCOc1ccc(C(=O)N/N=C/c2ccc(OCCN3CCCCC3)c(OC)c2)cc1 | 10 | 9* | 5.5*

Quoted at random: 4 compounds from above, in no set order.
item | Molecule | INS promoter inh | sdo1 growth | sdo1 growth Rescue 24 h
14 | O=C(O)c1ccc(N/N=C/c2ccc(C(F)(F)F)cc2)cc1 | -73 | nt | nt
21 | CC(/C=N/NC(=O)c1ccncc1)=C\c1ccco1 | 23 | nt | nt
47 | O=C1C(NS(=O)(=O)c2cccs2)=C(N2CCN(c3cccc(C(F)(F)F)c3)CC2)C(=O)c2ccccc21 | -28 | -0.97 | -0.01
22 | Cc1ccc(NC(=O)c2nnn(-c3cccc(C(F)(F)F)c3)c2N)cc1 | 29 | nt | nt

More entries.
item | Molecule | INS promoter inh | sdo1 growth | sdo1 growth Rescue 24 h
49 | Cc1ccccc1C1=NC(c2ccc(F)cc2F)ON1 (stereo not drawn) | nt | 0.74 | -0.47
50 | O=C(NCc1cccnc1)c1ccc(CS(=O)(=O)c2ccc(Br)cc2)o1 | nt | 0.68 | 0.83
51 | COC(=O)Cn1ncn2c(cc3oc(C)cc32)c1=O | nt | 0.53 | 0.34
52 | Cc1cc(C)n2cc(CSCc3ccco3)nc2n1 | 48 | 0.94 | 0.4
53 | CC1CCCCC1NC(=O)/C(C#N)=C/c1ccc(OCC(N)=O)cc1 (stereo not drawn) | nt | -0.46 | -0.32
54 | CCOc1ccc(OCc2ccc(C(=O)N3CCCC3)o2)cc1 | -43 | -0.56 | -0.68
55 | O=C(NCCO)c1ccc2nc(-c3ccco3)c(-c3ccco3)nc2c1 | 29 | -0.13 | 0.37
56 | CCNc1nc(NC(C)C)nc(OCCOC(=O)Nc2ccccc2)n1 | -163 | 1.6 | 2.2
57 | Nc1c(S(=O)(=O)c2cccc(Cl)c2)c2nc3ccccc3nc2n1/N=C/c1ccc(O)c(O)c1 | nt | -2.1 | -1.5
58 | Cc1cc(Nc2ccccc2)nc2cc(O)ccc12 | -37 | -1.7 | -0.67
59 | COc1ccc(-c2n[nH]c(C)c2-c2ccc(OC)c(OC)c2)c(O)c1 | 64 | -0.87 | -0.35
60 | COc1ccc(C)cc1-n1nnnc1SCC(=O)NNC(=O)c1ccc([N+](=O)[O-])cc1 | -44 | 1.3 | 1.2
61 | Cn1nnnc1P(=O)(c1ccccc1)c1ccccc1 | 18 | 0.44 | 0.81
62 | Cc1cccc(-n2ncc3c(NCc4cccs4)ncnc32)c1 | 57 | -1.7 | -0.88
63 | Cc1ccc2nc(NC(=O)COC(=O)c3ccc(Br)o3)sc2c1 | 0 | 0.02 | 0.08
64 | CCCCNS(=O)(=O)c1ccc(OC)cc1 | -50 | 1.1 | 1.6
65 | Clc1ccc(-c2nc3ccccn3c2CN2CCSCC2)cc1 | -76 | nt | nt
66 | O=[N+]([O-])c1ccc(N2CCCC2)cc1NCc1ccccc1 | 23 | -0.36 | 0.25
67 | O=C(c1cccs1)N1CCN(C(=O)c2ccco2)c2ccccc2C1 | nt | -0.65 | -0.92
68 | CCOC(OCC)P(=O)(c1ccccc1)c1ccccc1 | 25 | 0.72 | 0.55
69 | Cc1ccc(Cn2nnc3c(=O)n(CC(=O)OCc4ccccc4)cnc32)cc1 | 19 | -0.21 | -0.97
70 | CCc1cccc(CC)c1-n1c(SCC(=O)N2CCc3ccccc3C2)nnc1-c1cccnc1 | -16 | 0.46 | 1
71 | CC(C)NC(=O)CN1C(=O)C(=O)c2ccccc21 | 0 | 1.1 | 1.6
72 | O=C(C1=NN(c2ccccc2)C2C(=O)N(c3ccccc3Cl)C(=O)C12)c1ccccc1 (stereo not drawn) | -189 | -2 | -1.5
73 | N#CC1=C(N)Oc2c(ccc3cccnc23)C1c1cccnc1 (stereo not drawn) | -52 | 0.32 | 0.39
74 | COCc1cc(=O)[nH]c(/N=C(\N)Nc2ccccc2C)n1 | -33 | 1.4 | 0.92
75 | COc1cc(NS(=O)(=O)c2ccc(F)cc2)c(OC)cc1NC(C)=O | 12 | 1.2 | 0.87
76 | CC(C)N(Cc1nc(-c2ccccc2)no1)C(=O)CN1C(=O)c2ccccc2C1=O | 53 | -0.53 | -0.52
77 | Cc1ccc(C(=O)N(c2ccccn2)C(C)c2ccco2)cc1 (stereo not drawn) | nt | -0.72 | -1.1
78 | CC(C)N1CC23C=CC(O2)C(C(=O)OCc2ccccc2)C3C1=O (stereo not drawn) | nt | -0.38 | -0.54
79 | Fc1ccc(-n2c(-c3ccc4c(c3)OCO4)n[nH]c2=S)cc1Cl | nt | -0.28 | -0.68
80 | O=C(COC(=O)C1CCCCC1)Nc1ccc(N2CCCCC2)cc1 | nt | -0.45 | -0.33
81 | NS(=O)(=O)c1ccc(C(=O)O)cc1 | -32 | 0.44 | 0.39
82 | CCn1ncc(Br)c1C(=O)Nc1cc(C)ccc1F | nt | -0.46 | -0.04
83 | CC(C)CCNC(=O)[C@H](CSCc1ccccc1)N1Cc2ccccc2C1=O | 10 | -0.51 | 0.33
84 | Cc1nc2ccc(S(=O)(=O)NCC(=O)NCc3ccc4c(c3)OCO4)cc2s1 | -27 | -1.3 | -0.07
85 | CC(=O)Oc1cccc(N2C(=O)C3C4C=CC(C4)C3C2=O)c1 (stereo not drawn) | nt | 0.61 | 1.1
86 | O=C(N=C1c2ccccc2CN1c1ccccc1)c1cccc([N+](=O)[O-])c1 | nt | -1.5 | -1.2
87 | Cc1cccc(NC(=O)Cn2c(C)c(C#N)c3ccccc32)c1C | nt | -0.63 | -0.13
88 | CC(=O)c1cccc(NC(=O)Cc2coc3cc4c(cc23)CCC4)c1 | -19 | -0.85 | -0.26
89 | O=C(O)C1CCCN1S(=O)(=O)c1cccc2nsnc12 (stereo not drawn) | 11 | nt | nt
90 | N#Cc1c(NC(=O)CSc2nnc(-c3ccncc3)n2CC2CCCO2)sc2c1CCCC2 (stereo not drawn) | 18 | 0.98 | 3.1
91 | COc1ccc(CCc2nnc(CCC(=O)NCc3cnc4ccccn34)o2)cc1 | 9 | nt | nt
92 | COc1ccccc1NC(=O)N1CCCC1C(=O)NCc1ccc2c(c1)OCO2 (stereo not drawn) | 3 | -0.04 | -0.11
93 | Cc1cc(NS(=O)(=O)c2ccc(NC(=O)NC3CCCCC3)cc2)no1 | 50 | 0.21 | -0.02
94 | CCNC(=S)N1CCN(c2ccccn2)CC1 | 0 | 1.5 | 2.1
95 | CCCNC(=S)Nc1cccc(C(F)(F)F)c1 | 19 | -0.52 | 0.16
96 | CCO/C=N/c1c(C#N)c2c(c(=S)n1C)COC(C)(C)C2 | -72 | 1.6 | 1.5
97 | OCC(O)C(O)C(O)C(O)C1NCCS1 (stereo not drawn) | -31 | 1.2 | 0.67
98 | Cn1c(=O)c2c(nc(CN3CCN(C(c4ccccc4)c4ccccc4)CC3)n2CC(N)=O)n(C)c1=O | -8 | -1.7 | 1.2
99 | Cc1ccnc(SCc2cc(=O)c(OC(=O)c3cccs3)co2)n1 | 42 | nt | nt
100 | CSc1ncccc1C(=O)Nc1nc2c(C)cccc2s1 | -56 | -0.58 | 0.04
101 | O=C(Nc1ncnc2sc3c(c12)CCCCC3)c1ccccc1 | -3 | -1.6 | -0.98
102 | CCOc1ccc(NC(=S)c2ccncc2)cc1 | ? | 0.58 | 0.55
103 | CCOC(=O)C1CCCN(C(=O)CSc2nccn2C)C1 (stereo not drawn) | 36 | -0.84 | -1.8
104 | Cn1c(SCC(=O)Nc2cccc(O)c2)nnc1-c1ccc(S(=O)(=O)N2CCOCC2)cc1 | 0 | 0.54 | 0.24
105 | CCCCn1c(=O)c(CCC(=O)OCC(=O)Nc2cc(Cl)ccc2OC)nc2ccccc21 | 7 | 0.51 | 2.3

Screens (PubChem BioAssay)
